# Screening data deposited in PubChem by National Center for Advancing Translational Sciences (NCATS).
# PI5P4K alpha inh: qHTS for Inhibitors of phosphatidylinositol 5-phosphate 4-kinase (PI5P4K) | PI5P4Kalpha enzyme, ADP-Glo luminescence, 60 min; stronger effect = lower value | max response, % | 330,000 compounds, 1.2% hits; active = max response of -50% or lower; inconclusive = between -30% and -50%; inactive = -30% or higher; also: value at the top dose of about 77 µM; % is scaled to controls: 0 for no effect and ±100 for the full control effect
#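 Quantitative HTS of the MLSMR library against PI5P4Kalpha with substrate. ATP added last at 5 microM final; room temperature, 60 minutes. Remaining ATP depleted, ADP converted and read as luminescence.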
# WRN inhibitor: qHTS for Inhibitors of WRN Helicase | WRN helicase unwinding, fluorescent forked duplex, kinetic | Bifunctional 3'-5' exonuclease/ATP-dependent helicase WRN (Homo sapiens), Q14191 | Potency, µM (highest dose often 114 µM), without a hit: top-dose activity change, negative = inhibition, usual class: inhibitors | 360,000 compounds, 0.46% hits; also: potency is read from the fitted curve at half-maximal effect; % is scaled to controls: 0 for no effect and ±100 for the full control effect; nearly all actives have a fitted effect of over 55% in size
# Target sequence (Q14191 whole entry, looked up): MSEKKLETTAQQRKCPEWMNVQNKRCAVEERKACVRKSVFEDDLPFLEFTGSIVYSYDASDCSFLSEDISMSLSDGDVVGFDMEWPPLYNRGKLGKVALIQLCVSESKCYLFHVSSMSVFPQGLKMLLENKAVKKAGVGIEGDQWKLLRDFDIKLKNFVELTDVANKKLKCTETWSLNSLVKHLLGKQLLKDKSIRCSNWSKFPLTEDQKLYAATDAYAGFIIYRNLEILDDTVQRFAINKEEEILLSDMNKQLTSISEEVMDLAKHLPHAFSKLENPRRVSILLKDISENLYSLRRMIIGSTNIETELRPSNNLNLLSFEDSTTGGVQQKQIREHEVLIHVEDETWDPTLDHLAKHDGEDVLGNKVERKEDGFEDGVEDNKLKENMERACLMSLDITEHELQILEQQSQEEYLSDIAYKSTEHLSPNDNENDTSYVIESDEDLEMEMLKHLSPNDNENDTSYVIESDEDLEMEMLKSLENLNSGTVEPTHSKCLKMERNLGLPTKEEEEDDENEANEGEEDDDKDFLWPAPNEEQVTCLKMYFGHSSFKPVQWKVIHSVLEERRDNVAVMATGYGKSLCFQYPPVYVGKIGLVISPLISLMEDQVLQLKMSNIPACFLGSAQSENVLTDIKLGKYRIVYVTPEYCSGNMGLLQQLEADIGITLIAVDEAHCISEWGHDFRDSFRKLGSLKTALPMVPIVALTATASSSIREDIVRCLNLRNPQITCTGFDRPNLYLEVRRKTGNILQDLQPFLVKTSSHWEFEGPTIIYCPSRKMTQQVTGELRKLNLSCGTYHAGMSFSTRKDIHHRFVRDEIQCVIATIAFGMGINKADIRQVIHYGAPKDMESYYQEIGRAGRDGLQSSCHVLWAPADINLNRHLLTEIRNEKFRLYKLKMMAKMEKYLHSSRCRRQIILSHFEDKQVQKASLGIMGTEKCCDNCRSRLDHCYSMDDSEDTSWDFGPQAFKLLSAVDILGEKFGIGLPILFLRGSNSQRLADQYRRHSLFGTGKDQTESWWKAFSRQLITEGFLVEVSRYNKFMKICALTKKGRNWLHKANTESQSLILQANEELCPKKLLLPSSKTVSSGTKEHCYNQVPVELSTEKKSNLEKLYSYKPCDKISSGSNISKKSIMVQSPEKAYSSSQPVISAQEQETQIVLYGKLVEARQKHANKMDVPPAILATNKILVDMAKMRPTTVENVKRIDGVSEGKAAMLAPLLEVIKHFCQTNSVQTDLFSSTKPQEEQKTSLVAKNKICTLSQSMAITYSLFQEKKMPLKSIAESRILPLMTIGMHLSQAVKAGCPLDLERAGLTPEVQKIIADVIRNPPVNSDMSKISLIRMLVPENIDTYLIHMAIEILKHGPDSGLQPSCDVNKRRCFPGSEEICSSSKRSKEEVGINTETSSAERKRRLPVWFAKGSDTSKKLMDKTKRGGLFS
#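 Enzyme (20 nM final) and test compound sit together 15 min at room temperature before substrate addition. Substrate is a single-forked duplex oligonucleotide (100 nM) labelled with fluorophore and quencher, with 2 mM ATP; helicase unwinding raises red fluorescence, read kinetically.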
# Abeta yeast res: qHTS for compounds that reverse cellular toxicity of Amyloid beta (A-beta) peptide in yeast: Primary Screen | yeast expressing A-beta42, growth rescue, OD600, 48 h; response scale: 0% DMSO, 100% iron-clioquinol control | Potency, µM (doses to about 46.1 µM), inactives show top-dose growth rescue, most hits filed as activators | 410,000 compounds, 0.063% hits | AID 1347071, 2019; also: potency is read from the fitted curve at half-maximal effect; nearly all actives have a fitted effect of over 55% in size
#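 Yeast growth medium received pinned compounds, then yeast cells expressing toxic A-beta were added; plates incubated at 30 C for 48 hr. Growth read as absorbance at 600 nm, normalized to DMSO and equimolar FeCl3 plus clioquinol controls.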
# FUS suppressor: qHTS for Suppressors of FUS Proteinopathy: Primary screen using FUS-linked yeast assay | 390,000 compounds, 0.24% hits | AID 1347120, 2019 | Potency, µM (top dose mostly 76.6 µM), for the others: at the top dose growth rescue (activation), most hits filed as activators | S. cerevisiae FUS-expressing, growth rescue, OD600, 24 h;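 also: potency is read from the fitted curve at half-maximal effect; plate controls were DMSO vehicle for no effect and reference control for full effect; nearly all actives have a fitted effect of over 55% in size; some results filed as inactive show a strong effect at the top dose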
#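 Read-out: OD at 600 nm after 24hr at 30C, reporting rescue of FUS-induced yeast toxicity. Cells at OD 0.005 in galactose (2%) minimal medium; compounds tested in a dilution series; CP55940 titration from 92uM final as control.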
# EPAC1 antag: qHTS for Antagonist of cAMP-regulated guanine nucleotide exchange factor 3 (EPAC1): primary screen; Rap guanine nucleotide exchange factor 3 (Homo sapiens), O95398; EPAC1 GEF assay, Rap1b-BODIPY-GDP exchange fluorescence; Potency, µM (series often up to 115 µM), without a hit: at the highest dose activity change, negative = inhibition, hits mostly inhibitors; 360,000 compounds, 0.14% hits;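 also: potency is read from the fitted curve at half-maximal effect; plate controls were vehicle for no effect and positive control for full effect; nearly all actives have a fitted effect of over 50% in size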
# IL-2 act: qHTS of IL-2 Activators; activation, % (series mostly up to about 46 µM); IL-2 activation reporter assay, cell-based qHTS; stimulated with anti-CD3/CD4/CD28 beads; in transgenic mouse T cells; 360,000 compounds, 0.065% hits; in the data active = activation above about 50%; inconclusive = mostly about 30% to 49%; also: 0% is about no effect
#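 Quantitative HTS in unstimulated transgenic mouse T cells, with memory T cells as non-tolerant control and PMA/ionomycin as tolerance-bypass control. Compound pretreatment lasted 60 minutes before 18 h bead stimulation; EGFP/DsRed fluorescence read.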
# EPAC1 agonist: qHTS for Agonist of cAMP-regulated guanine nucleotide exchange factor 3 (EPAC1): primary screen. Rap guanine nucleotide exchange factor 3 (Homo sapiens), O95398. Potency, µM (top dose mostly 154 µM), without a hit: at the highest dose activation, usual class: activators. 360,000 compounds, 0.073% hits. EPAC1 agonist qHTS, biochemical assay; response scale: 100% = response to 6.5 mM cAMP. AID 720707, 2013; also: potency is read from the fitted curve at half-maximal effect; nearly all actives have a fitted effect of over 60% in size
#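 Multi-concentration qHTS readout: loss of Rap1B-bound BODIPY-GDP fluorescence driven by 100 nM EPAC1 with excess GDP (50 uM), monitored kinetically at room temperature; agonist response expressed relative to 6.5 mM cAMP.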
# PLK1 PBD inh: qHTS for Inhibitors of PLK1-PDB (polo-like kinase 1 - polo-box domain): Primary Screen | Plk1 PBD binding of FITC phosphopeptide, fluorescence polarization | Potency, µM, without a hit: max response, negative = inhibition, usual class: inhibitors | 360,000 compounds, 2.8% hits | AID 720504, 2013; also: potency is read from the fitted curve at half-maximal effect; series mostly up to about 57 µM; % is scaled to controls: 0 for no effect and ±100 for the full control effect; nearly all actives have a fitted effect of over 65% in size
# * marks the source's active call; other numbers are inactive results; u = inconclusive; x = not tested or not shown; [ ] = remark or other dose. Unless noted, calls follow the shape of the dose curve; as a rule, active = well fitted curve in the direction sought with a large enough effect; inconclusive = small, poorly fitted or top-dose-only effect, or another doubt; inactive = no such curve, though single readings can be large; an effect the other way counts as inactive or inconclusive.
# The line under a structure holds: PI5P4K alpha inh, WRN inhibitor, Abeta yeast res, FUS suppressor, EPAC1 antag, IL-2 act, EPAC1 agonist, PLK1 PBD inh
- COc1ccc(CN2C(=O)C(C)Nc3ncnc(N4CCOCC4)c32)cc1 (stereo not given)
  3, 6%, 8%, -20%, -6%, -0.4, -9%, 2%
- CC(=O)Nc1ccc(C(=O)NCCN2CCOCC2)cc1
  8, 4%[57.1 µM], 13%, -17%, 7%, -0.1, 9%, 0%
- CC(C)(C)NC(=O)N1CCN(c2ncccc2C(F)(F)F)CC1
  -4, -2%, 2%, 2%, 13%, 1.0, -6%, -4%
- CCNS(=O)(=O)c1ccc(C(=O)OCC(=O)N2CCCc3ccccc32)cc1
  3, 2%, 7%, -2%, 18%, 0.0, 3%, 4%
- CC(C)(C)NC(=O)c1ccc(NC(=O)c2ccccc2-c2ccccc2C(=O)O)cc1
  -6, 1%, -10%, 12%, -5%, 1.3, 1%, -1%
- O=C(Nc1ccc(Cl)cc1)c1nc[nH]c1C(=O)NCCN(CCNC(=O)c1[nH]cnc1C(=O)Nc1ccc(Cl)cc1)CCNC(=O)c1[nH]cnc1C(=O)Nc1ccc(Cl)cc1
  -27, -5%, 6%, -5%, 4%, -0.6, -1%, -5%
- CC(C)CN(C(=O)COC(=O)c1ccccn1)c1c(N)n(Cc2ccccc2)c(=O)[nH]c1=O
  3, -18%, 5%, 14%, -17%, -0.6, -38%, -9%
- O=C(NC(=S)Nc1ccccc1)c1cc(-c2ccccc2)nc2ccccc12
  0, 0%, 15%, 47%, -1%, -3.3, 6%, -14%
- CCN(CCNC(=O)C1CCN(c2nnc(-n3cccc3)s2)CC1)c1ccccc1
  -13, -3%, -11%, 4%, -13%, -2.2, -9%, 3%
- CCCCc1c(C)nc(Nc2ccc(OC)cc2)[nH]c1=O
  5, -2%, 12%, x, -15%, 0.2, 7%, -9%
- COc1ccc(-c2sc(Nc3ccccc3)n[n+]2-c2ccc(F)cc2)c(OC)c1OC
  -4, -10%, -4%, 22%, -1%, -2.7, -4%, -7%
- COc1cc(/C=C/C(=O)Nc2cccc(S(=O)(=O)NC3=NCCCCC3)c2)ccc1OCC#N
  -18, -8%, 7%, u, 5%, -7.1, 3%, -6%
- Cc1nn(Cc2ccccc2)c(Cl)c1C(=O)NC(C)(C)C
  2, -17%[57.1 µM], 0%, -2%, 36%[activator], 0.3, -7%, 8%
- N#CCSCC(=O)Nc1ccccc1
  1, -1%, 24%, -9%, -8%, -0.5, 9%, -2%
- O=c1cnn(-c2ccc(Cl)cc2Cl)c(-c2ccccc2)c1
  -4, u, 10%, 12%, -17%, 0.5, -7%, -7%
- COc1cccc(C(O)c2nc(-c3ccc(N(C)C)cc3)cs2)c1 (stereo not given)
  -7, -5%, 27%, 27%, -4%, -0.1, 8%, -10%
- CCOc1ccc(NC(=O)c2cc(SC)ccc2Cl)cc1
  -5, 0%, 4%, -30%, -15%, -0.7, 1%, -17%
- COc1ccccc1C1CN(c2ccccc2)N=C1c1cccs1 (stereo not given)
  x, -11%[57.1 µM], 5%, -5%, 3%, -0.8, 15%, 3%
- COc1ccc(/C=C/C(=O)OCc2nc3ccccc3c(=O)[nH]2)c(OC)c1
  -3, 4%, -9%, 14%, -14%, -4.9, 3%, -11%
- CCOc1cccc(N2C(=O)CC(N(CCc3ccc(OC)c(OC)c3)C(=O)CC)C2=O)c1 (stereo not given)
  -7, -2%, -8%, 25%, 3%, 1.1, 1%, -6%

# Complete entries, quoted from the list. Order of values: PI5P4K alpha inh | WRN inhibitor | Abeta yeast res | FUS suppressor | EPAC1 antag | IL-2 act | EPAC1 agonist | PLK1 PBD inh
# COc1ccccc1C1CN(c2ccccc2)N=C1c1cccs1 (stereo not given) across the screens: x | -11%[57.1 µM] | 5% | -5% | 3% | -0.8 | 15% | 3%
# COc1ccc(-c2sc(Nc3ccccc3)n[n+]2-c2ccc(F)cc2)c(OC)c1OC across the screens: -4 | -10% | -4% | 22% | -1% | -2.7 | -4% | -7%
# Cc1nn(Cc2ccccc2)c(Cl)c1C(=O)NC(C)(C)C across the screens: 2 | -17%[57.1 µM] | 0% | -2% | 36%[activator] | 0.3 | -7% | 8%
# N#CCSCC(=O)Nc1ccccc1 across the screens: 1 | -1% | 24% | -9% | -8% | -0.5 | 9% | -2%
# COc1cccc(C(O)c2nc(-c3ccc(N(C)C)cc3)cs2)c1 (stereo not given) across the screens: -7 | -5% | 27% | 27% | -4% | -0.1 | 8% | -10%

# Going on with the list:
# The line under a structure holds: PI5P4K alpha inh, WRN inhibitor, Abeta yeast res, FUS suppressor, EPAC1 antag, IL-2 act, EPAC1 agonist, PLK1 PBD inh
- Cc1ccc(CNC(=O)CCCCn2c(=O)[nH]c3ccsc3c2=O)cc1
  -2, -9%, 3%, -20%, 14%, -0.2, 3%, -5%
- CCc1nn2c(=O)cc(CSCC(=O)Nc3ccccc3Cl)nc2s1
  5, 0%, 5%, -4%, 14%, -4.1, 16%, -2%
- O=C(CN1CCN(Cc2ccccc2)CC1)c1c[nH]c2ccccc12
  -1, 4%, 0%, -7%, 8%, 0.9, -2%, -7%
- CCOc1cc(C(=O)N(C)c2ccccc2)cc(OCC)c1OCC
  0, -5%, 15%, 22%, -2%, -0.1, -6%, -5%
- CCc1ccc(CC2(O)CC(C)N(C)CC2C)cc1 (stereo not given)
  -8, -3%, -7%, -10%, 0%, -1.3, 9%, -7%
- COC(=O)[C@@]12C[C@@H](CC(=O)N3CCOCC3)C(=O)N(Cc3ccccc3)C1=CCC(C)(C)C2
  -4, -5%, -1%, 37%, -18%, 1.4, 1%, 2%
- CN(CC(=O)Nc1ccccc1C(F)(F)F)C(=O)c1ccc2c(=O)n3c(nc2c1)CCC3
  0, -3%, -11%, -9%, -12%, 0.4, -1%, -19%
- [O-][n+]1cccc2c(Br)cc(Br)c(O)c21
  -18, -15%, u, 10%, -14%, -3.3, -8%, u
- Cc1cc(C)n(-c2ccc(N3CCOCC3)nn2)n1
  -7, 2%, -4%, -14%, 3%, 0.0, -1%, 1%
- C/C(=N\OCC(=O)N/N=C/c1ccc(C)cc1O)c1cccs1
  x, -12%, -6%, 40%, -9%, 1.0, 18%, 0%

# Following part.
canonical_smiles	PI5P4K alpha inh	WRN inhibitor	Abeta yeast res	FUS suppressor	EPAC1 antag	IL-2 act	EPAC1 agonist	PLK1 PBD inh
O=C(/C=N/NC(=O)c1ccc(Cl)cc1Cl)c1ccccc1	0	-4%	4%	-12%	-7%	-1.7	-1%	-9%
O=C(CCCCCNC(=O)c1ccccc1)N/N=C/c1ccccc1	-2	-10%	1%	-6%	-4%	-0.2	1%	1%
CC(=O)Nc1ccc(NC(=O)CC(NC(=O)c2ccccc2)c2ccccc2)cc1 (stereo not given)	4	-2%	-5%	-19%	-18%	5.3	3%	-1%
COc1cc(/C=C(/NC(=O)c2ccccc2)C(=O)Nc2ccccc2)c([N+](=O)[O-])cc1OC	12	-3%	11%	x	-16%	-2.1	0%	-4%
Cc1cc(=O)oc2cc(OCC(=O)NCc3ccco3)ccc12	-4	1%	-4%	4%	-5%	1.6	12%	3%
CC1=C(C)C(=O)N(C(C)CCc2ccccc2)C1=O (stereo not given)	3	3%	12%	-11%	-15%	-0.3	-14%	-2%
O=c1c2ccccc2nc2n1C1(CCCCC1)Cc1ccccc1-2	x	-9%	-5%	21%	1%	0.1	14%	1%
COC(=O)c1nc(NC(=O)c2ccccc2)n[nH]1	x	21%	-8%	-4%	1%	4.0	0%	27µM*
Cc1occc1C(=O)NC1CCCCCC1	-3	42%[activator]	-9%[9.22 µM]	-16%	9%	-0.8	1%	-8%
CN(Cc1nc(-c2ccc(Cl)cc2)no1)C(=O)c1ccc2c(c1)OCO2	-4	-1%	-22%	21%	-6%	-3.4	7%	0%
CCOC(=O)C1CCCN(C(=O)CSc2nnnn2C)C1 (stereo not given)	4	-6%	-2%	-4%	-21%	2.4	-12%	-10%
O=C(Nc1ccc2c(c1)OCO2)c1cc(C2CCCCN2C(=O)CCc2ccccc2)on1 (stereo not given)	0	4%	-20%	u	2%	1.6	-14%	4%
CC(=O)C1CCCN(C(=O)c2ccc3oc(CCc4ccccc4)nc3c2)C1 (stereo not given)	3	1%	-13%	16%	3%	-2.5	3%	-19%
CC(C)N(C(=O)Cn1cc(S(=O)(=O)CC(=O)NC2CCCCC2)c2ccccc21)C(C)C	0	-8%	-2%	15%	-19%	0.0	-7%	-5%
CC(C)c1ccc(N(CC(=O)NCCSC(C)(C)C)S(C)(=O)=O)cc1	5	-1%	14%	u	-16%	0.1	-13%	-7%
CC1CCCN(C(=O)c2ccc3c(c2)OCCO3)C1 (stereo not given)	0	-2%	4%	-24%	9%	1.4	4%	5%
COc1ccc(C(C)=O)c(Oc2ccc(S(=O)(=O)N3CCOCC3)cn2)c1	0	-6%	11%	u	-23%	0.5	16%	-9%
O=S(=O)(c1ccc(F)cc1)N1CCCNCC1	3	1%	-1%	-19%	6%	-0.2	-7%	1%
CC1CC(=O)Nc2ccccc2N1C(=O)CSc1ncnc2sccc12 (stereo not given)	-3	-5%	2%	u	5%	0.3	13%	-3%
Cc1cc(C)c(NC(=O)Cn2c([N+](=O)[O-])cnc2C)c(C)c1	0	-5%	12%	0%	1%	0.8	-11%	-1%

# Compounds were not picked by outcome. Share with any hit: about 4.1%.
